# Screening results: PubChem BioAssay, National Center for Advancing Translational Sciences (NCATS)
# BLM helicase inh = blocks DNA unwinding by human BLM helicase | P54132 | recombinant BLM DNA unwinding, fluorescence dequenching | Potency, µM (titrated, usually from 56.1 µM), without a hit: top-dose activity change, negative = inhibition, actives largely listed as inhibitors | actives 0.2% (n = 350,000) | AID 2528;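 also: plate controls were vehicle for no effect and no enzyme for full effect; nearly all actives have a fitted effect of over 35% in size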
# Pin1 inhibitor = human Pin1 inhibition. Q13526. Pin1 FP peptide displacement, HiFluor488, 10 min. Potency, µM (series often up to 115 µM), for the others: at the highest dose activity, negative = inhibition, most hits filed as inhibitors. actives 0.009% (n = 390,000). AID 504891; active = well fitted inhibition curve with a large enough effect in the polarisation, with a control signal flat, not every such curve was filed as active; inconclusive = small, poorly fitted or top-dose-only effect, or effect the other way, or a change in a side signal; inactive = no such curve, though single readings can be large or run the other way; the % refers to the polarisation; also: % is scaled to controls: 0 for no effect and ±100 for the full control effect
# Target sequence (Q13526 whole entry, looked up): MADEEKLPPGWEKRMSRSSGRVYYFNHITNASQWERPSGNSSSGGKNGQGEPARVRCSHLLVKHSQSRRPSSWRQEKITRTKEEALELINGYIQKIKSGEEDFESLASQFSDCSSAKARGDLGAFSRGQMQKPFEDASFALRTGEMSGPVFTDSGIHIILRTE
# PGK inhibitor = inhibitors of T. brucei phosphoglycerate kinase | AID 602233 | Potency, µM (titrated, usually from 57.5 µM), for inactives: at the highest dose activity change, negative = inhibition, usual class: inhibitors | P07378 | PGK/GAPDH coupled, Kinase-Glo luminescence, 60 min | actives 0.043% (n = 380,000); also: % is scaled to controls: 0 for no effect and ±100 for the full control effect; nearly all actives have a fitted effect of over 60% in size
#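 Recombinant glycosomal PGK reaction used 1,3-bisphosphoglycerate generated in-well by GAPDH (100nM final) in 100mM TEA pH 7.6, 5mM MgCl2, 0.01% Tween-20. After 60 minutes at room temperature, ATP was read by Kinase-Glo Plus luminescence end-point.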
# G9a block = G9a (human) methyltransferase inhibition | actives 8.8% (n = 350,000) | G9a H3K9 monomethylation, AlphaScreen, 2 h | Potency, µM (titrated, usually from 102 µM), for the others: at the highest dose activity, negative = inhibition, hits mostly inhibitors | Q96KQ7; also: % is scaled to controls: 0 for no effect and ±100 for the full control effect; nearly all actives have a fitted effect of over 75% in size
#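 Using a bead-based AlphaScreen, monomethylated H3K9 product from 2 h room-temperature reactions (G9a 20 nM, peptide 500 nM, SAM 20 uM) was detected with 0.5 ug/mL rabbit anti-H3K9me1 antibody.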
# JMJD2A Tudor = blocks the human JMJD2A Tudor domain; AlphaScreen JMJD2A-Tudor / H3K4me3 peptide binding; Potency, µM (series often up to 114 µM), without a hit: at the top dose activity change, negative = inhibition, usual class: inhibitors; actives 4.4% (n = 390,000); AID 504339; also: % is scaled to controls: 0 for no effect and ±100 for the full control effect; nearly all actives have a fitted effect of over 50% in size
# POLI inh = blocks human DNA polymerase iota activity; Q9UNA4; Pol iota fluorescent replication assay, 10 min; Potency, µM (titrated, usually from 115 µM), for the others: at the top dose activity, negative = inhibition, most hits filed as inhibitors; actives 1% (n = 390,000); AID 588590
# Target sequence (Q9UNA4 whole entry, looked up): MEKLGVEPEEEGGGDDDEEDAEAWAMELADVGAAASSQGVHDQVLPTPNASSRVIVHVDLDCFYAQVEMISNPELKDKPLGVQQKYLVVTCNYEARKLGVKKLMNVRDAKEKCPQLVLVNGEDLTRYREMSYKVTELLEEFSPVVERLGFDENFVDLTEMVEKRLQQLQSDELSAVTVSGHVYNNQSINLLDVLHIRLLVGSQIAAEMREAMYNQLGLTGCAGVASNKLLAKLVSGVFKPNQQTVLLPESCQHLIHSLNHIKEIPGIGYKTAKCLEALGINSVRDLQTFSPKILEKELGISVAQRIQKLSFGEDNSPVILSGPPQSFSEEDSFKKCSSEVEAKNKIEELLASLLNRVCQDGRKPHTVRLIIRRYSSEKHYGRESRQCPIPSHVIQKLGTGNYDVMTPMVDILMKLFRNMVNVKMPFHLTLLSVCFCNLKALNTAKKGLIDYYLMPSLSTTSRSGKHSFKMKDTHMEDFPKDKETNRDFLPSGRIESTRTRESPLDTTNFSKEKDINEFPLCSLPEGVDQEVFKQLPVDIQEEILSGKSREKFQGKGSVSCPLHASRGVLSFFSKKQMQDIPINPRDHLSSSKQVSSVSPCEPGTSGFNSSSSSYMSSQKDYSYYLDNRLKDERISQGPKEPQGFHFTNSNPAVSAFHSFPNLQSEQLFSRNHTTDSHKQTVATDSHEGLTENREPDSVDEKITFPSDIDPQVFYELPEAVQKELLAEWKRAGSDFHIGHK
#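 Pol iota at 10 nM preincubated 15 min with compounds at room temperature; reaction started with fluorescent substrate, 50 nM final. Fluorescence read kinetically at 0 and 10 min; buffer-only wells as negative control.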
# HP1b binding inh = HP1-beta chromodomain-methylated histone interaction inhibition | AlphaScreen HP1-beta / biotin-H3K9me3 peptide binding | Potency, µM (titrated, usually from 114 µM), for the others: top-dose activity change, negative = inhibition, actives largely listed as inhibitors | actives 0.56% (n = 390,000) | AID 540317; also: nearly all actives have a fitted effect of over 70% in size; inactives centre near 23
# Target sequence (P83916 whole entry, looked up): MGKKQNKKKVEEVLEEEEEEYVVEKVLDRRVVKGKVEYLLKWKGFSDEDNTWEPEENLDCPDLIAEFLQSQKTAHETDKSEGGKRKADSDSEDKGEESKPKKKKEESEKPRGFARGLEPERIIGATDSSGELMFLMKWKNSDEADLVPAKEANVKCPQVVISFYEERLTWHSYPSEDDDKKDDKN
#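 HP1-beta protein (50 nM final) preincubated 30 min at room temperature with biotinylated H3(1-18)K9me3 peptide (50 nM) in PBS pH 7.4, 0.01% Tween-20, then compound added for 30 min. AlphaScreen streptavidin donor/nickel chelate acceptor beads (10 ug/mL final), 30 min dark, luminescence read.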
# GLS inh = inhibitors of human glutaminase (GLS) | Potency, µM (series often up to 45.5 µM), inactives show at the top dose activity change, negative = inhibition, actives largely listed as inhibitors | O94925 | actives 0.21% (n = 410,000) | GLS enzymatic activity, qHTS titration; also: % is scaled to controls: 0 for no effect and ±100 for the full control effect
#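 Compounds were pin-transferred onto hKGA, after which L-glutamine (1 mM solution) and a detection mix of glutamate oxidase, HRP and Amplex Red were added. Initial and 30 min RT fluorescence reads were collected.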
# BAZ2B inh = inhibitors of human BAZ2B bromodomain. Q9UIF8. AlphaScreen BAZ2B-H3K14Ac peptide displacement. Potency, µM (top dose mostly 114 µM), inactives show at the highest dose activity change, negative = inhibition, most hits filed as inhibitors. actives 4.4% (n = 360,000); also: % is scaled to controls: 0 for no effect and ±100 for the full control effect; nearly all actives have a fitted effect of over 60% in size
#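 BAZ2B (50 nM) with biotin-H3(5-23)K14Ac peptide (50 nM) in PBS pH 7.4, 0.01% Tween-20, preformed 30 min, then compound 30 min at room temperature; top concentration 110uM. AlphaScreen streptavidin donor/nickel chelate acceptor beads (10 ug/mL final), 20 min dark, signal read.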
# The depositor's hits bear a star; i = inactive; ? = inconclusive; . = not tested or not shown; & = joins results of further samples; [ ] = dose if it differs, or a comment. Unless noted, calls follow the shape of the dose curve; as a rule, active = well fitted curve in the direction sought with a large enough effect; inconclusive = small, poorly fitted or top-dose-only effect, or another doubt; inactive = no such curve, though single readings can be large; an effect the other way counts as inactive or inconclusive. Potency is read from the fitted curve at half-maximal effect. Not all compounds are listed, so the mix of outcomes need not match the whole.
BLM helicase inh,Pin1 inhibitor,PGK inhibitor,G9a block,JMJD2A Tudor,POLI inh,HP1b binding inh,GLS inh,BAZ2B inh,molecule
-7%[12.4 µM],-1%,-6%,.,-26%,-15%,36%[activator],12%,.,COC(=O)[C@H]1[C@H](CCc2ccccc2)NC(=O)N(Cc2ccccc2)[C@@H]1C
-3%,-3%,-6%,1.4µM*,?,?,?,8%,?,COc1ccc(S(=O)(=O)N(C(=O)c2ccco2)c2cc3sc(=O)oc3c3ccccc23)cc1
-6%,7%,-2%,10µM*,-14%[11.4 µM],?,-20%,24%,-24%,O=C(N/N=C/c1ccc(O)cc1)c1cccc(N/N=C/c2ccc(O)cc2)c1
1%,0%,8%,30%,-2%,29%,21%,19%,17%,CCC(CC)C(=O)Nc1ccc(C)cc1O
.,1%,0%,.,-30%,-13%,14%,17%,.,O=C(CSc1nnnn1C1CC1)N1CCN(c2cccc(Cl)c2)CC1
-2%,?,-1%,-9%[59 µM],-17%,?,37%[activator],0%,0%,COc1ccccc1CNS(=O)(=O)c1cc(-c2cc(C)no2)ccc1C
.,?,i,25µM*,-35%,22µM*,1%,-11%,-28%,COc1ccc(S(=O)(=O)N2CCN(C(=O)/C=C/c3ccco3)CC2)cc1
.,10%,-3%,-4%[12.7 µM],-19%,220%[activator],25%,5%,-17%,CCOc1ccc2oc(C(=O)OCC(=O)NC3CCCCC3)c(C)c2c1
.,-4%,-7%,11%[59 µM],-21%,0%,16%,-2%,-6%,Cc1ccc(S(=O)(=O)N2CCCCC2)cc1NC(=O)c1ccc(Br)o1
-5%&0%,-1%&6%,-1%&-5%,6%,-5%&-17%,-14%&-6%,34%&21%,-1%&2%,-6%[57.1 µM],NS(=O)(=O)c1ccc(NC(=O)c2ccc3c(c2)CCN3S(=O)(=O)c2ccccc2)cc1
-7%,-1%,i,6%,-7%,28%,21%,3%,-32%,CN1CCN(C(=O)/C=C/c2cccc(Cl)c2)CC1
0%,-3%,5%,0%[0.501 µM],-8%,13%,27%,3%,-3%,COc1cc(C(=O)NCc2nnc(SCC(=O)N3CCCC3)o2)cc(OC)c1OC
1%,-7%,0%,.,?,9%,10%,18%,6%,O=C(NNC(=O)c1ccccc1)C(=O)N1CCCCC1
-4%,-5%,i,-2%[12.7 µM],-18%,4%,-9%,9%,-2%,CC(=O)c1c(C(C)=O)c(C)n(-c2nc(-c3ccccc3)c(C)s2)c1C
1%,-11%,-3%,9%[59 µM],-24%,21%,2%,-4%,12%[57.1 µM],CSC1=NC2(CCN(C(=O)NC3CCCCC3)CC2)N=C1c1ccc(C)cc1
0%,?,1%,6%[59 µM],0%,45%[activator],7%,3%,-3%,Cc1nn(-c2ccccc2)c(N2CCCC2)c1/C=C1\N=C(c2ccccc2)OC1=O
-6%,3%,i,?,-6%,7%,66%[activator],-2%,-6%,O=C(CCl)NNc1nc(-c2ccccc2)c2cc(Cl)ccc2n1
-2%,30%,-8%,-29%,-6%,26%,34%,-1%,-1%,COc1ccccc1NC(=O)c1ccc(NC(=O)Cc2n[nH]c(=O)c3ccccc23)cc1
-1%,0%,-3%,11µM*,-5%,5%,35%,-4%,3%,CCCn1c(SCC(=O)c2cc(C)c(C)cc2C)n[nH]c1=O
-2%,3%,-2%,2µM*,-12%,8%,41%[activator],-24%,2.5µM*,CN(C)c1ccc(NC(=S)c2ccc3ccccc3n2)cc1
-4%,7%,7%,9%[59 µM],-29%,89µM*,-10%,3%,-1%,COC(=O)c1sc(N)c(C(=O)OC)c1COC(=O)CCNS(=O)(=O)c1ccc(C)cc1
26%,7%,-4%,-5%,-8%,-18%,44%[activator],-3%,-1%,COc1ccc(-c2c[n+]3c(n2-c2ccccc2)SCC3)cc1
-5%,?,8%,-24%,-30%,154%[activator],-7%,4%,?,COc1cccc(NC(=O)COC(=O)c2ccccc2C(=O)N2CCN(c3ccccc3)CC2)c1
-8%,-6%,-8%,-9%[0.501 µM],-22%,-18%,-7%,?,-39%,Fc1ccccc1-c1nnc2ccc3ccccc3n12
-6%,-6%,i,.,-10%,16%,44%[activator],-7%,-13%,Cc1ccc(C(=O)NCCc2nnc3ccc(N4CCCC4)nn23)cc1

# Rewritten with two lines to a compound: entries from further up
# Order of results – BLM helicase inh, Pin1 inhibitor, PGK inhibitor, G9a block, JMJD2A Tudor, POLI inh, HP1b binding inh, GLS inh, BAZ2B inh
COc1cccc(NC(=O)COC(=O)c2ccccc2C(=O)N2CCN(c3ccccc3)CC2)c1
→ -5%, ?, 8%, -24%, -30%, 154%[activator], -7%, 4%, ?
CC(=O)c1c(C(C)=O)c(C)n(-c2nc(-c3ccccc3)c(C)s2)c1C
→ -4%, -5%, i, -2%[12.7 µM], -18%, 4%, -9%, 9%, -2%
O=C(CCl)NNc1nc(-c2ccccc2)c2cc(Cl)ccc2n1
→ -6%, 3%, i, ?, -6%, 7%, 66%[activator], -2%, -6%
CCCn1c(SCC(=O)c2cc(C)c(C)cc2C)n[nH]c1=O
→ -1%, 0%, -3%, 11µM*, -5%, 5%, 35%, -4%, 3%
Cc1ccc(S(=O)(=O)N2CCCCC2)cc1NC(=O)c1ccc(Br)o1
→ ., -4%, -7%, 11%[59 µM], -21%, 0%, 16%, -2%, -6%

# (cont.)
BLM helicase inh,Pin1 inhibitor,PGK inhibitor,G9a block,JMJD2A Tudor,POLI inh,HP1b binding inh,GLS inh,BAZ2B inh,molecule
-6%,-1%,8%,42%[activator][12.7 µM],-18%,-10%,19%,25%,?,CCOC(=O)C1=C(O)C(=O)N(CCCn2ccnc2)C1c1ccc(C)cc1 (centres undefined)
-9%,20%,5%,-10%[59 µM],?,-29%,33%,7%,-5%,COc1ccc(-c2noc(-c3ccc(N4CCOCC4)c([N+](=O)[O-])c3)n2)cc1
1%,3%,i,-8%,-1%,47%[activator],27%,-13%,.,CC(=O)NC(C)C(=O)OCC(=O)c1ccc(-c2ccccc2)cc1 (centres undefined)
-5%,0%,-6%,17%,-8%,18%,48%[activator],13%,-7%,C#CCN(CC=C)C(=O)c1cccc(OC2CCN(S(C)(=O)=O)CC2)c1
.,-3%,-8%,?,-13%,-22%,18%,-2%,-3%,CCN(CC)CCn1c2c(c(SCC(=O)Nc3ccc4c(c3)OCCO4)nc1=O)CCC2
0%,-1%,.,1%[2.33 µM],-10%,-9%,35%[activator],7%,3%,CC1c2[nH]c3ccccc3c2C[C@H]2C(=O)N(CCCO)CC(=O)N12 (some centres undefined)
-4%,1%,-7%,-10%,-4%,10%,30%,-12%,-1%,O=C(COc1ccc(C(=O)NCCc2ccccc2)cc1)Nc1ccccc1
.,0%,i,.,-12%,25%,39%,0%,.,C=CCC[C@@H](Cc1ccc(F)cc1)C(=O)OC[C@@H](NC(=O)[C@H](CC=C)CC(=O)N(CCO)Cc1ccccc1)c1ccccc1
-6%,2%,-5%,-43%,-4%,98%[activator],18%,-5%,-19%,CCOC(=O)c1[nH]c(C)c(C(=O)OCc2ccccc2F)c1C
-11%,8%,-3%,5%[59 µM],-1%,3%,47%[activator],5%,1%,Cc1ccc(-c2onc(C)c2C)cc1S(=O)(=O)Nc1ccc(Cl)cn1
.,-5%,9%,6%[2.33 µM],-5%,?,50%[activator],-2%,0%,COCCN(C(=O)C1CC(=O)N(Cc2ccc(C)cc2)C1)c1c(N)n(CC(C)C)c(=O)[nH]c1=O (centres undefined)
-3%,0%,3%,45µM*,3.2µM*,?,?,?,-23%,O=C(CSc1nnc(-c2ccco2)n1CC1CCCO1)c1ccc(F)cc1 (centres undefined)
-4%,0%,-1%,.,-26%,18%,4%,22%,?,CC1Cc2ccccc2N1C(=O)CN1C(=O)NC(C)(CCc2ccccc2)C1=O (centres undefined)
.,-1%,-1%,6%[0.501 µM],-27%,12%,21%,0%,6%,O=C(NC[C@@H]1CCCO1)c1cccc2c1C(=O)c1ccc(Cl)cc1S2(=O)=O
-8%,-4%,3%,50µM*,?,13%,0%,25%,?,CC1CCC2C(C1)c1sc(=O)[nH]c1SC2(C)C (centres undefined)
-11%,-3%,7%,-4%[0.0925 µM],13%,2%,67%[activator],2%,9%,Cc1ccc(C(=O)C(OC(=O)COc2ccccc2C)c2ccccc2)cc1 (centres undefined)
1%,-2%,i,?,2%,81%[activator],27%,-3%,-20%,CC(=O)NCc1ccc(S(=O)(=O)NC(C(=O)O)C(C)C)cc1 (centres undefined)
-1%,0%,-6%,17%,-14%,59%[activator],0%,?,2%,O=C(O)/C=C/C(=O)NC1CCCCCCCCCCC1
.,43%[activator],-2%,.,-24%,-9%,15%,9%,.,Cc1ccc(C(C(=O)NC2CCCC2)N(Cc2cccs2)C(=O)c2csnn2)o1 (centres undefined)
-8%,?,5%,63%[activator][59 µM],16%[57.1 µM],-5%,39%[activator],0%,-1%,CC1CCCC(NC(=S)Nc2ccc(SC(F)F)cc2)C1C (centres undefined)
0%,7%,i,14µM*,?,121%[activator],-16%,0%,?,Nc1cc(Cl)ccc1N1CCCC1
?,?,?,4µM*,79µM*,?,?,16%,50µM*,O=C(Nc1cccc(Cl)c1)c1c(NC(=O)C(F)(F)F)sc2c1CCCC2
.,-6%,i,0%[12.7 µM],-6%,15%,34%,1%,11%,CC(Oc1cccc(Cl)c1)C(=O)N1CCN(c2ncccn2)CC1 (centres undefined)
2%,-2%,-11%,-21%,-11%,34%[activator],20%[57 µM],-4%,-21%,Cc1cc(-c2nn(-c3ccccc3F)cc2CN2CCCC(C(N)=O)C2)c(C)s1 (centres undefined)
-7%,0%,-4%,18%,-25%,137%[activator],16%,-16%,?,Cc1ccc(C2=Nc3cccnc3C(c3ccccc3)=NN2)cc1
-1%,-9%,1%,3%,-24%,24%,26%,-1%,11%,CCOc1ccc(S(=O)(=O)Nc2ccc(S(=O)(=O)N3CCCC3)cc2)cc1
5%,?,-11%,53%[activator],6%,-23%,25%,28%,-2%,COc1ccc(-c2coc3cc4oc(=O)c(CC(=O)O)c(C)c4cc23)cc1
3%,9%,-3%,27%[59 µM],11%,34%[activator],36%,-1%,10%,CCSc1ccc(-c2nn(-c3ccccc3)cc2/C=C(/C#N)C(=O)NC)cc1
